IMPase Li inh: membrane-permeable IMPase blocker, potentiated with lithium; CHO-M1 cells, IP1 TR-FRET (IP-One), carbachol + lithium; Potency, µM (titrated, usually from 59.4 µM), inactives show at the highest dose activity, negative = IMPase inhibition, hits mostly inhibitors; 0.35% of 210,000 active; AID 1457;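 note: IP1 builds up when IMPase is blocked and the TR-FRET signal falls; potency is the fitted concentration of half-maximal effect; plate controls were basal vehicle for no effect and high inhibitor control for full effect; nearly all actives have a fitted effect of over 50% in size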
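CHO cells stably expressing M1 receptor (2000/well) were cultured 16–30 h, then exposed to compounds with a small lithium addition for 30 min at 37C. IP1 was measured by TR-FRET competition; AC50 from Hill fits.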
L3MBTL1 block: blocks human L3MBTL1. Potency, µM (highest dose often 57.1 µM), for the others: at the highest dose activity, negative = inhibition, hits mostly inhibitors. AlphaScreen L3MBTL1–H3K9me1 peptide binding. 0.66% of 230,000 active. Q9Y468; note: potency is the fitted concentration of half-maximal effect; % is set by controls: 0 for no effect and ±100 for the full control effect; nearly all actives have a fitted effect of over 60% in size
Target sequence (Q9Y468 whole entry, looked up): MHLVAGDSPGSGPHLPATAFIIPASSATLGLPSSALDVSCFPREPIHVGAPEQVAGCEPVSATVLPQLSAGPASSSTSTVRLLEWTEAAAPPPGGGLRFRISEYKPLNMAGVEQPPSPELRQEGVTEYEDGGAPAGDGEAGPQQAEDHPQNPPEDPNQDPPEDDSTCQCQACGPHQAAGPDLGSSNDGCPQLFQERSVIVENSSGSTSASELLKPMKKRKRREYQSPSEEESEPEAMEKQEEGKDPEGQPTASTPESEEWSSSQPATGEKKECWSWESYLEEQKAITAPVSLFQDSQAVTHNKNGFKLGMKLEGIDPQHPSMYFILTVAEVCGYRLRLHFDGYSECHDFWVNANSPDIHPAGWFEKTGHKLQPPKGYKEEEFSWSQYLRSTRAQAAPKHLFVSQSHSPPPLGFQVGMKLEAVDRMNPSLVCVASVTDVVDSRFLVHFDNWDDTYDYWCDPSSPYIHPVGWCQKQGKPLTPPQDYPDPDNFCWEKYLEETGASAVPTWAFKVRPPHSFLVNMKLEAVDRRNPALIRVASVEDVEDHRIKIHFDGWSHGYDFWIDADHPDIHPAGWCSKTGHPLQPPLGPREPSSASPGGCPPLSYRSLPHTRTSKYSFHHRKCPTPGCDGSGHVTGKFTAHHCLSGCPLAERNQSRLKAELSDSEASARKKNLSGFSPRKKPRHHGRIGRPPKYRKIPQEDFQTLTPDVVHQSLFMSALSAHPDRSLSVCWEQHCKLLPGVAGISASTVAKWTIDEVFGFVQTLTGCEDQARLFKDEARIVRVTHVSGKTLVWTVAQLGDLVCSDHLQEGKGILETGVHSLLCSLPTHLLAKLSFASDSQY
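Displacement of a biotinylated histone H3(1-15) peptide monomethylated at Lys9 (75 nM) from L3MBTL1 (50 nM) was measured by AlphaScreen after a 30 min room-temperature compound incubation; cefsulodin titration served as intraplate control.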
NPSR antagonist: antagonists of human neuropeptide S receptor cAMP signaling; Q6W5P4; CHO-NPSR cells, cAMP TR-FRET, antagonist mode; Potency, µM (doses to about 38.3 µM), inactives show top-dose activity change, negative = inhibition, most hits filed as inhibitors; 1% of 220,000 active; note: potency is the fitted concentration of half-maximal effect; % is set by controls: 0 for no effect and ±100 for the full control effect; nearly all actives have a fitted effect of over 50% in size; many of its hits are not listed in these tables
HTT aggregate: inhibitors of mutant huntingtin aggregate formation in PC12 cells. PC12 HttQ103-GFP aggregates, Acumen cytometry, 40 h. Potency, µM (titrated, usually from 46.1 µM), inactives show at the highest dose activity change, negative = inhibition, actives largely listed as inhibitors. 1.1% of 220,000 active; note: potency is the fitted concentration of half-maximal effect; % is set by controls: 0 for no effect and ±100 for the full control effect; nearly all actives have a fitted effect of over 60% in size
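Aggregate formation scored by laser-scanning cytometer (488 excitation, 500–530 emission) in lysed PC12 cells expressing Q103-GFP after 100 nM tebufenozide induction; library tested in dose series, with ATPLite reagent added in the multiplex.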
Luc counter: Kinase-Glo luciferase inhibition (counter-screen); 0.28% of 200,000 active; Kinase-Glo luciferase, ATP luminescence, 8 min; Potency, µM (doses to about 38.3 µM), for inactives: at the top dose activity change, negative = inhibition, most hits filed as inhibitors; Q27757; note: potency is the fitted concentration of half-maximal effect; % is set by controls: 0 for no effect and ±100 for the full control effect; nearly all actives have a fitted effect of over 60% in size
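Inhibition of Kinase-Glo luciferase light generation was assessed at 10 uM ATP in pH 7.2 imidazole buffer, with luminescence measured after eight minutes at ambient temperature.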
CBFb-RUNX1 inh: CBF-beta/RUNX1 interaction disruption | Q01196+Q13951 | Potency, µM (titrated, usually from 59.8 µM), for inactives: top-dose activity, negative = inhibition, most hits filed as inhibitors | 230,000 tested, under 10 active | AlphaScreen CBFb-His/RUNX1-biotin binding, biochemical | AID 1477; note: % of control where 0% means no effect
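CBF-beta (His) and RUNX1 (biotin), 30 nM each; 20 min preassociation; + compound, 15 min; + beads 50 ng each (Ni, streptavidin), 90 min; RT; AlphaScreen read.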
Epigenetic reg: regulators of epigenetic silencing causing reporter derepression in mouse cells; murine LDR cells, GFP reporter derepression, 30 h; Potency, µM (doses to about 53.9 µM), for the others: at the top dose GFP activation, most hits filed as activators; 0.2% of 280,000 active; AID 1865; note: potency is the fitted concentration of half-maximal effect; % of control where 0% means no effect; nearly all actives have a fitted effect of over 60% in size
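Murine LDR cells bearing a silenced CMV-driven GFP reporter were exposed to compound for 30 h at 37 C. After PBS washes, GFP-positive cells (20-120 um objects) counted by laser-scanning microplate cytometry.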
Numbers without * were called inactive; [ ] = remark or other dose. Calls come from the whole dose curve; as a rule, active = well fitted curve in the direction sought with a large enough effect; inconclusive = small, poorly fitted or top-dose-only effect, or another doubt; inactive = no such curve, though single readings can be large; an effect the other way counts as inactive or inconclusive.

How did CCc1sc(-c2c(C#N)c(N)nc3c2CCCCCC3)cc1[N+](=O)[O-] do in these assays?
IMPase Li inh: -3.3%[38.3 µM]; L3MBTL1 block: -4.3%; NPSR antagonist: -28.0%[46.1 µM]; HTT aggregate: 3.0%; Luc counter: 1.4%; CBFb-RUNX1 inh: -7.5%; Epigenetic reg: -2.3%

How did CCOC(=O)c1c(C)[nH]c(C)c1C(=O)CSc1nnc(N)s1 do in these assays?
IMPase Li inh: -3.3%; L3MBTL1 block: 3.6%; NPSR antagonist: 4.5%; HTT aggregate: 14.1%; Luc counter: 0.6%; CBFb-RUNX1 inh: -7.9%; Epigenetic reg: -1.4%

What do the screens show for `NC(=O)c1ccccc1NS(=O)(=O)Cc1ccccc1`?
IMPase Li inh: -25.2%[38.3 µM]; L3MBTL1 block: 5.5%; NPSR antagonist: -28.3%[46.1 µM]; HTT aggregate: 1.5%; Luc counter: -8.2%; CBFb-RUNX1 inh: -4.8%; Epigenetic reg: -1.7%

How did CCC(=O)NC(=S)Nc1ccc(NC(=O)COc2ccc([N+](=O)[O-])cc2)cc1 do in these assays?
IMPase Li inh: 15.9%; L3MBTL1 block: -4.0%; NPSR antagonist: -1.2%; HTT aggregate: 11.6%; Luc counter: -0.4%; CBFb-RUNX1 inh: 3.2%; Epigenetic reg: -0.4%

How did CN(C)/C=C(\C#N)C(=O)N/N=C/c1ccc(F)cc1 do in these assays?
IMPase Li inh: 6.6%; L3MBTL1 block: 10.1%; NPSR antagonist: -3.0%; HTT aggregate: 34.3%; Luc counter: -2.5%; CBFb-RUNX1 inh: -3.3%; Epigenetic reg: -4.1%

How did COc1cc(C2CC(=O)c3c([nH]c(C(=O)OCCOC(C)C)c3C)C2)cc(OC)c1OC (stereo unspecified) do in these assays?
IMPase Li inh: 13.7%; L3MBTL1 block: 1.0%; NPSR antagonist: -3.5%; HTT aggregate: -26.2%; Luc counter: 5.5%; CBFb-RUNX1 inh: 0.5%; Epigenetic reg: -1.0%

Results for NC1=NC(c2ccc(Cl)cc2)N(c2ccc(S(N)(=O)=O)cc2)C(N)=N1 (stereo unspecified) ?
L3MBTL1 block: 1.3%; NPSR antagonist: -15.1%; HTT aggregate: -17.3%[9.22 µM]; CBFb-RUNX1 inh: 8.9%; Epigenetic reg: 2.4%

Results for CCS(=O)(=O)N1CCC(NC(=O)c2cc(OC)cc(OC)c2)CC1 ?
IMPase Li inh: 17.1%[38.3 µM]; NPSR antagonist: -7.0%[46.1 µM]; HTT aggregate: 5.7%; Luc counter: 1.0%; CBFb-RUNX1 inh: 2.6%; Epigenetic reg: -2.6%

How did COc1ccc(-c2nc(C=O)cs2)cc1 do in these assays?
L3MBTL1 block: 0.6%; NPSR antagonist: 27.5%; HTT aggregate: -8.9%[9.22 µM]; CBFb-RUNX1 inh: 1.8%; Epigenetic reg: 3.6%

What do the screens show for `CCOc1ccc(NCc2cc3c(C(C)(C)C)nn(-c4ccccc4)c3[nH]c2=O)cc1`?
IMPase Li inh: 28.0%[38.3 µM]; NPSR antagonist: inconclusive; HTT aggregate: -17.7%; Luc counter: -1.2%; CBFb-RUNX1 inh: -10.2%; Epigenetic reg: -1.3%

How did Cc1ccc(S(=O)(=O)N2CCOCC2)cc1C(=O)Nc1cccc(S(=O)(=O)N2CCCC2)c1 do in these assays?
IMPase Li inh: 15.6%; L3MBTL1 block: -13.0%; NPSR antagonist: -8.7%; HTT aggregate: -12.8%; Luc counter: 7.5%; CBFb-RUNX1 inh: 5.1%; Epigenetic reg: -1.4%

What do the screens show for `c1ccc(-c2nnc(SCc3nc4ccccc4[nH]3)n2Cc2ccco2)cc1`?
IMPase Li inh: 10.4%[38.3 µM]; L3MBTL1 block: -3.8%; NPSR antagonist: -13.6%[46.1 µM]; HTT aggregate: 32.0%; Luc counter: -5.5%; CBFb-RUNX1 inh: -4.3%; Epigenetic reg: -1.2%

How did CS(=O)(=O)c1ccc(Cl)c(NC(=O)C2CC(=O)N(Cc3ccccc3)C2)c1 (stereo unspecified) do in these assays?
IMPase Li inh: 16.1%[38.3 µM]; NPSR antagonist: -8.2%[46.1 µM]; HTT aggregate: -9.6%; Luc counter: 1.5%; CBFb-RUNX1 inh: 5.1%; Epigenetic reg: -1.0%

Results for O=C(CN1CCN(c2cccc(Cl)c2)CC1)N1CCCC1 ?
IMPase Li inh: 27.1%[38.3 µM]; NPSR antagonist: -4.5%[46.1 µM]; HTT aggregate: -12.6%; Luc counter: 0.1%; CBFb-RUNX1 inh: 4.3%; Epigenetic reg: 0.0%

Results for CC(=O)C(=Cc1ccc(C(=O)O)cc1)C(C)=O ?
IMPase Li inh: -1.5%; L3MBTL1 block: inconclusive; NPSR antagonist: 2.6%; HTT aggregate: 7.1%; Luc counter: -2.2%; CBFb-RUNX1 inh: -3.9%; Epigenetic reg: -1.1%

Results for O=C(/C=C/c1ccccc1)NCCc1nc2ccccc2[nH]1 ?
L3MBTL1 block: 0.0%; NPSR antagonist: 2.9%; HTT aggregate: -6.0%[9.22 µM]; CBFb-RUNX1 inh: 1.1%; Epigenetic reg: 1.3%

How did Cc1cc(C)nc(NC(=O)c2c(-c3ccccc3Cl)noc2C)c1 do in these assays?
IMPase Li inh: -0.9%; L3MBTL1 block: -2.3%; NPSR antagonist: -2.6%; HTT aggregate: -6.7%; Luc counter: 0.2%; CBFb-RUNX1 inh: 4.7%; Epigenetic reg: -2.5%

Results for CCOC(=O)NCN1C(=O)C2C3C=CC(C3)C2C1=O (stereo unspecified) ?
IMPase Li inh: 5.7%[38.3 µM]; L3MBTL1 block: -1.4%; NPSR antagonist: -2.6%[46.1 µM]; HTT aggregate: -3.5%; Luc counter: -1.2%; CBFb-RUNX1 inh: -15.1%; Epigenetic reg: 0.0%

What do the screens show for `COc1ccc2c(c1)O[C@H](c1ccc3c(c1)OCO3)[C@@H](OC(=O)Nc1ccc(OC(F)F)cc1)C2=O`?
IMPase Li inh: 17.4%; Luc counter: 0.4%; CBFb-RUNX1 inh: 13.3%; Epigenetic reg: 0.0%

What do the screens show for `NS(=O)(=O)c1ccc(NC(=S)NC(=O)c2ccc(-c3ccccc3)cc2)cc1`?
IMPase Li inh: 11.2µM*; L3MBTL1 block: 51.7%[activator]; NPSR antagonist: 4.0%; HTT aggregate: 9.7%; Luc counter: 4.4%; CBFb-RUNX1 inh: -3.9%; Epigenetic reg: 3.2%

What do the screens show for `Cc1cc(=O)n2nc(N3CCC(C(=O)NCCc4ccccc4)CC3)sc2n1`?
IMPase Li inh: -3.5%[38.3 µM]; L3MBTL1 block: 4.0%; NPSR antagonist: -6.7%[46.1 µM]; HTT aggregate: -7.0%; Luc counter: 0.8%; CBFb-RUNX1 inh: -7.1%; Epigenetic reg: 4.2%

How did CC(C)(C)c1ccc(OCC(=O)NN2Cc3ccccc3C2=N)cc1 do in these assays?
IMPase Li inh: 8.5%; L3MBTL1 block: -13.6%; NPSR antagonist: -2.1%; HTT aggregate: 23.3%; Luc counter: -6.8%; CBFb-RUNX1 inh: 6.4%; Epigenetic reg: -1.9%

What do the screens show for `CCCCOc1ccc(C(=O)NCc2ccco2)cc1`?
IMPase Li inh: -7.6%[38.3 µM]; L3MBTL1 block: -5.7%; NPSR antagonist: -10.2%[46.1 µM]; HTT aggregate: -29.8%; Luc counter: -4.1%; CBFb-RUNX1 inh: 1.2%; Epigenetic reg: 4.7%

What do the screens show for `COC(=O)COc1ccc(S(=O)(=O)Nc2cc(OC)ccc2OC)cc1`?
IMPase Li inh: -12.5%[38.3 µM]; L3MBTL1 block: 22.2%; NPSR antagonist: -5.6%[46.1 µM]; HTT aggregate: -5.2%; Luc counter: -1.0%; CBFb-RUNX1 inh: -1.5%; Epigenetic reg: -4.1%

How did CC1C2NC(=O)N(Cc3ccccc3)C1(C)Oc1ccccc12 (stereo unspecified) do in these assays?
IMPase Li inh: -0.5%; NPSR antagonist: 2.4%; HTT aggregate: -32.2%; Luc counter: 0.7%; CBFb-RUNX1 inh: -0.7%; Epigenetic reg: -1.8%

What do the screens show for `CC(=O)N1C(C(=O)O)CSC1c1ccc(C)cc1` (stereo unspecified)?
IMPase Li inh: 7.2%[38.3 µM]; NPSR antagonist: 0.8%[46.1 µM]; HTT aggregate: 5.4%; Luc counter: 0.4%; CBFb-RUNX1 inh: 1.6%; Epigenetic reg: 5.6%

What do the screens show for `COC(=O)c1ccccc1OCCOc1ccccc1C(=O)OC`?
IMPase Li inh: 13.1%[38.3 µM]; L3MBTL1 block: 2.4%; NPSR antagonist: 1.8%[46.1 µM]; HTT aggregate: 11.2%; Luc counter: 0.8%; CBFb-RUNX1 inh: -5.7%; Epigenetic reg: 1.1%

Results for CC(C)c1nnc(NC(=O)Cc2cccs2)s1 ?
IMPase Li inh: 7.1%; L3MBTL1 block: 15.2%; NPSR antagonist: 8.2%[46.1 µM]; HTT aggregate: -18.8%; Luc counter: -3.6%; CBFb-RUNX1 inh: 0.6%; Epigenetic reg: 0.0%

What do the screens show for `COc1ccccc1NC(=O)Nc1ccc(C(=O)N2CCCCC2)cc1`?
L3MBTL1 block: 3.8%; NPSR antagonist: -56.7%; HTT aggregate: 2.0%[9.22 µM]; CBFb-RUNX1 inh: 3.9%; Epigenetic reg: 2.5%

What do the screens show for `O=C(NNC(=O)c1ccccc1[N+](=O)[O-])c1ccccc1[N+](=O)[O-]`?
IMPase Li inh: 0.9%; L3MBTL1 block: 25.5%; NPSR antagonist: 15.7%; HTT aggregate: 15.8%; Luc counter: -0.8%; CBFb-RUNX1 inh: -5.1%; Epigenetic reg: -2.2%

How did O=C(Nc1ccccc1N1CCOCC1)c1ccc(Br)o1 do in these assays?
IMPase Li inh: -13.1%[38.3 µM]; L3MBTL1 block: 3.3%; NPSR antagonist: -29.9%[46.1 µM]; HTT aggregate: -4.4%; Luc counter: -10.5%; CBFb-RUNX1 inh: 1.4%; Epigenetic reg: 11.1%

Results for O=c1cc(O)c2ccc(O)cc2o1 ?
IMPase Li inh: 1.5%; L3MBTL1 block: 8.8%; NPSR antagonist: -5.9%; HTT aggregate: 5.0%[9.22 µM]; CBFb-RUNX1 inh: 3.5%; Epigenetic reg: -1.3%

Results for COCc1nc2ccccc2n1Cc1ccc(Br)cc1 ?
IMPase Li inh: 7.0%[38.3 µM]; L3MBTL1 block: 7.6%; NPSR antagonist: inconclusive; HTT aggregate: 19.9%; Luc counter: -0.1%; CBFb-RUNX1 inh: 1.4%; Epigenetic reg: 3.4%

How did O=C(CCl)N(c1ccccc1)C1CCCCC1 do in these assays?
IMPase Li inh: 11.6%; L3MBTL1 block: -0.5%; NPSR antagonist: -32.8%; HTT aggregate: 23.7%; Luc counter: 1.1%; CBFb-RUNX1 inh: -17.9%; Epigenetic reg: 1.1%

The list is partial; count on the stated rates, not on these rows.
